Apaf1 inhib: inhibitors of human Apaf-1 apoptosome; O14727; reconstituted apoptosome caspase-3 activity, DEVD-Rh110 fluorescence; inhibition, % at 20 µM; 330,000 compounds, 0.71% hits; active means inhibition of at least 40% at 20 µM;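 further: plate controls were DMSO wells for no effect and DEVD-CHO caspase inhibitor wells for full effect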
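Material: cell-free apoptosome with Apaf-1, procaspase-3 and caspase-9; Buffer or medium: Hepes pH 7.5 with detergent and BSA; Reagent: cytochrome c trigger plus (Z-DEVD)2-Rh110 caspase-3 substrate; Times: compound with Apaf-1, dATP, procaspase-3 30 min, then 50 min reaction, room temperature; Technique: Rh110 fluorescence intensity.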
SENP1 FRET inh: blocks the human SENP1 SUMO protease catalytic domain | inhibition, % at 10 µM | recombinant SENP1 catalytic domain, CyPet-SUMO1-YPet FRET cleavage | 360,000 compounds, 0.21% hits | AID 624204 | Q9P0U3;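 active means inhibition at least 30% at 10 µM, raw YFP signal under a set limit, fluorescence ratio 0.5 to 1.5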;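 further: 0% = enzyme with DMSO and 100% = no enzyme wells; some results filed as inactive read as strong as hits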
Target sequence (Q9P0U3 419-644 limits assumed): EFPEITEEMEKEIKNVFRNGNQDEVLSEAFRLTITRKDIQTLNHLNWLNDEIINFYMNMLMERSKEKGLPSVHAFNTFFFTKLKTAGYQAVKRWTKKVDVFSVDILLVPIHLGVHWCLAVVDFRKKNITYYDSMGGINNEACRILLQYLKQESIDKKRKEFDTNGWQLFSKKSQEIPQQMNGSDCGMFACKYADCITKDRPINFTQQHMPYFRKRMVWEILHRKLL
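Compound: 10 µM single point, 0.5% DMSO; Test system: hSENP1 catalytic domain, recombinant; Timing: 50 min reaction at room temperature; Technique: FRET, CFP and YFP emission; Control set: no-enzyme wells low, DMSO-plus-enzyme wells high control.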
SENP8 block-1: blocks the human protease SENP8 | Q96LD8 | purified SENP8, Z-RLRGG-aminoluciferin cleavage, luminescence | inhibition, % at 10 µM | 330,000 compounds, 1.2% hits | AID 2540; in the data active means inhibition above about 50%
Target sequence (Q96LD8 whole entry, looked up): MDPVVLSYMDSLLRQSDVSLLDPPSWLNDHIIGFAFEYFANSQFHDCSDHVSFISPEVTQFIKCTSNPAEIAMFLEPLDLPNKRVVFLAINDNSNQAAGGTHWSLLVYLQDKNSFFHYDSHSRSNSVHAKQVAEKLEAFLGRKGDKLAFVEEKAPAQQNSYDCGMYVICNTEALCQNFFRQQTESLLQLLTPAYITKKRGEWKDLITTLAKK
SENP8 block-2: inhibitors of human SENP8 protease | 360,000 compounds, 0.64% hits | AID 602440 | inhibition, % at 20 µM | Q96LD8 | recombinant SENP8, Nedd8 substrate fluorescence; in the data active means inhibition mostly above about 40%, no sharp cut-off; inactive means mostly below about 27%
SENP6 block: blocks the human protease SENP6; inhibition, % at 10 µM; 330,000 compounds, 1.8% hits; Recombinant SENP6 catalytic domain, aminoluciferin luminescence; AID 2599;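 active means inhibition above about 50% at the single tested dose, limit read from the data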;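 further: plate controls were DMSO wells with enzyme for no effect and DMSO wells lacking enzyme for full effect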
SENP7 inh: inhibitors of human SENP7 protease. Q9BQF6. recombinant SENP7, Z-RLRGG-aminoluciferin luminescence, 40 min. inhibition, % at 5 µM. 330,000 compounds, 1.5% hits. AID 434973;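 active means inhibition above about 50% at the single test dose, limit read from the data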;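 further: plate controls were DMSO with enzyme for no effect and no enzyme buffer wells for full effect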
Target sequence (Q9BQF6 706-1050 limits assumed): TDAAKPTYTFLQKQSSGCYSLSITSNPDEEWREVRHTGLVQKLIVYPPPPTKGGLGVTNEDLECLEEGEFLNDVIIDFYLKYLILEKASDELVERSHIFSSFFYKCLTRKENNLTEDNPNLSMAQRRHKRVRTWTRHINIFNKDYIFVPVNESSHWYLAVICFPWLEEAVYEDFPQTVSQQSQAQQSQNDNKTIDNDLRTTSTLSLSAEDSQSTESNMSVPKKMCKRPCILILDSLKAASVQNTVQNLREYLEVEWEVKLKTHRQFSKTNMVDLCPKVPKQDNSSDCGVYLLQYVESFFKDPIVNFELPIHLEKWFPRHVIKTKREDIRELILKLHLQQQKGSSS
PfG6PD inh: PfG6PD (Plasmodium falciparum) enzyme inhibition; PfGluPho enzyme, NADPH resazurin-diaphorase fluorescence; inhibition, % at 20 µM; 350,000 compounds, 0.78% hits;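 active means inhibition reaching at least a set limit at 20 µM in the primary screen, cut at about 59% in these data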;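 further: 0% = DMSO wells with substrate and 100% = DMSO wells lacking glucose-6-phosphate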
NALP3 yeast inh: blocks the NALP3 inflammasome reconstituted in yeast. Yeast reconstituted NLRP3/ASC/caspase-1, beta-gal luminescence, 24 h. AID 2825. 330,000 compounds, 0.39% hits. inhibition, % at 10 µM;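 active means inhibition of 50% or more; inactive means inhibition below 50%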;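 further: plate controls were induced DMSO wells for no effect and uninduced yeast grown without galactose for full effect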
HKDC1 inh: HKDC1 (human) hexokinase inhibition; recombinant HKDC1, G6PDH/diaphorase resazurin coupled fluorescence; AID 493160; 340,000 compounds, 0.16% hits; Q2TB90; inhibition, % at 20 µM;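 active means inhibition above about 35% when tested at 20 µM, limit read from the data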;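 further: plate controls were DMSO wells with enzyme for no effect and DMSO wells lacking enzyme for full effect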
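Assay system: recombinant HKDC1 hexokinase; detection: coupled resazurin fluorescence, excitation 525 nm, emission 613 nm; benchmarks: DMSO-plus-enzyme-mix negative control, buffer-substituted positive control; compound dosing: single 20 µM dose; schedule: 90 min at room temperature in dark; also added: glucose plus 1 mM ATP as hexokinase substrates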
An asterisk follows results filed as active; i = inactive; . = not tested or not shown.

SMILES | Apaf1 inhib | SENP1 FRET inh | SENP8 block-1 | SENP8 block-2 | SENP6 block | SENP7 inh | PfG6PD inh | NALP3 yeast inh | HKDC1 inh
O=C(/C=C/c1cccc(Cl)c1)Nc1ncccn1 | -5 | -1 | -12 | 8 | 15 | -4 | 14 | 18 | -7
COc1ccccc1-c1c(C)nn2c(C)cc(C)nc12 | 2 | 2 | -4 | -15 | -4 | -7 | -4 | 11 | -6
O=CN1CCN(C(=O)C(=O)c2cn(CC(=O)N3CCCCC3)c3ccccc23)CC1 | -6 | 0 | -6 | 7 | -16 | -5 | 18 | 1 | -6
Cn1ccc(C(=O)OCC(=O)Nc2cccc(Cl)c2)n1 | -5 | 0 | -8 | 8 | -2 | -5 | 10 | -8 | -3
COC(=O)C1=C(O)/C(=C\c2cc(C)n(-c3ccc(F)cc3)c2C)N=C1C | 16 | -67 | -4 | -115 | -10 | -5 | 13 | 12 | 10
CCOC(=O)c1c(-c2ccccc2)nc2cc(C)ccn12 | 6 | 2 | 3 | 11 | 9 | 0 | -1 | 11 | 1
CC(C)(C)OC(=O)NCCCCC1=CC2=CC(=O)C(C)(O)C(=O)C2=CO1 (stereo not given) | 25 | 23 | 0 | 19 | 12 | -7 | 11 | 2 | 6
Cc1cc(SCC(=O)Nc2c(C)n(C)n(-c3ccccc3)c2=O)nc2ccccc12 | 10 | 3 | 13 | -2 | -13 | -5 | 23 | 0 | -9
CCOc1ccc(OCCC(=O)OCC(=O)N2CCN(S(=O)(=O)c3ccc(C)cc3C)CC2)cc1 | . | 2 | . | 0 | . | . | 6 | . | 1
COC(=O)Nc1nnc(CC(=O)Nc2ccccc2C)s1 | 2 | -1 | -9 | -1 | -10 | -2 | -20 | 16 | 5
O=C(CSc1ncnc2sccc12)NCc1ccc2c(c1)OCO2 | 2 | -8 | -8 | -9 | -1 | -4 | 13 | 16 | 1
COc1ccc(S(=O)(=O)N2CCCC2C(=O)Nc2nnc(-c3cccnc3)s2)cc1 (stereo not given) | -4 | 1 | 4 | -273 | -44 | 3 | 27 | 17 | 9
CCOC(=O)CN1C(=O)S/C(=C/c2ccco2)C1=O | 5 | 0 | -3 | 16 | 9 | 2 | 20 | 20 | 1
O=[N+]([O-])c1ccc2c(c1)ncn2CCc1ccccc1 | -7 | 0 | 1 | 11 | 6 | -1 | 0 | 15 | 2
CCOC(=O)C1=C(O)C(=O)N(C2CCCCC2)C1 | -12 | 2 | 9 | 4 | -5 | 5 | 7 | 19 | 6
CC(C)(C)n1nc2c(c1NC(=O)c1ccc(S(=O)(=O)N3CCCC3)cc1)CSC2 | 8 | 0 | 1 | 18 | 0 | 2 | -6 | 3 | 2
COc1cc(OC)cc(-c2c(-c3ccc(F)cc3)c3cc(-c4ccc5c(c4)OCCO5)ccc3n2C)c1 | 10 | -2 | 6 | i | 14 | 11 | -6 | 8 | 3
COc1cccc(CN2CCN(C(=O)c3cccc(OC)c3)CC2)c1 | 5 | -1 | -3 | 15 | 8 | -2 | -20 | 24 | 5
CCCCn1c(CNC(=O)Cc2ccccc2)nc2ccccc21 | 17 | -2 | -15 | -9 | -35 | -10 | 9 | -16 | -4
Cn1c(=O)[nH]c(=O)c2c1nc(N1CCN(CCO)CC1)n2Cc1ccccc1Cl | 5 | -1 | -8 | 4 | -6 | 0 | -5 | 22 | -5
c1ccc(Cn2nnnc2C(c2cccnc2)N2CCN(C3CCCCC3)CC2)cc1 (stereo not given) | -15 | -2 | -2 | 6 | -9 | 2 | -6 | 14 | -8
CC(C)CN1CCNC(=O)C1CC(=O)NCCc1ccc(C(F)(F)F)cc1 (stereo not given) | 6 | -7 | -6 | -46 | -18 | -9 | 15 | 2 | -14
CCCOc1ccc(C(=O)Nc2ccc(Cl)cn2)cc1 | 19 | 2 | 71* | 7 | 78* | 84* | 20 | 36 | 0
COc1cccc(/C=C/C(=O)NCCc2ccc(OC)c(OC)c2)c1 | 6 | 2 | 6 | 8 | 5 | 14 | -2 | 7 | -7
CCc1ccc(C(=O)NCC2(c3ccccc3)CCOCC2)o1 | . | 3 | . | 12 | . | . | 3 | . | 1
SMILES | Apaf1 inhib | SENP1 FRET inh | SENP8 block-1 | SENP8 block-2 | SENP6 block | SENP7 inh | PfG6PD inh | NALP3 yeast inh | HKDC1 inh
CC(C)c1ccc(NC(=O)NN2CCOCC2)cc1 | -4 | 1 | -6 | 11 | -4 | 5 | -17 | 0 | -10
C#CCOCCOCCOCCNc1nc(N2CCN(C(=O)[C@H](Cc3ccc(O)cc3)n3cc([C@@H](N)C(C)CC)nn3)CC2)nc(N2CCN(C(=O)[C@H](Cc3cc4ccccc4[nH]3)n3cc([C@@H](N)Cc4ccc(O)cc4)nn3)CC2)n1 (stereo not given in full) | 56* | . | -2 | . | -12 | -12 | . | 15 | .
Cc1ccc(OCCC(=O)Nc2ccc3c(c2)OCO3)cc1 | 9 | 0 | -11 | 10 | -1 | -5 | -1 | 29 | 1
COc1ccc(CCN2C(=O)CC(Nc3ccc(N4CCOCC4)cc3)C2=O)cc1OC (stereo not given) | 6 | 10 | 1 | 21 | 8 | 7 | 32 | 7 | 4
COc1ccc(NC(=O)CCOc2ccc(C)cc2)c(OC)c1 | 8 | -1 | -6 | 8 | -23 | -7 | -4 | 21 | -1
Cc1ccc(C(=O)COC(=O)c2ccc(O)cc2)cc1 | 2 | 2 | 19 | 0 | 15 | 2 | -35 | 0 | -6
COC(=O)c1c(N2C(=O)CC(Sc3ccccc3C(=O)O)C2=O)sc(C)c1C (stereo not given) | 9 | -46 | 11 | -9 | 5 | -1 | 10 | 1 | -6
CCCOC(=O)c1ccc(NC(=O)COC)cc1 | 6 | 0 | -11 | 23 | 11 | 1 | 11 | 25 | -7
O=c1[nH]c2ccc(Cl)cc2c(-c2ccccc2)c1[N+](=O)[O-] | 5 | 3 | -6 | 8 | -3 | -5 | -31 | 13 | 8
CCN1CCN(c2ncnc3sc4c(c23)CCC(C)C4)CC1 (stereo not given) | 7 | -5 | -7 | 11 | -20 | -6 | -12 | 7 | -5
Cc1ccc(C)c(OCC(=O)Nc2ccccc2C(=O)NC2CC2)c1 | 11 | -1 | -8 | -5 | -13 | 9 | -8 | 8 | -2
COCCCN1C(=O)C(=O)/C(=C(/O)c2ccc(S(=O)(=O)N3CCOCC3)cc2)C1c1ccc(C)cc1 (stereo not given) | 10 | 2 | 10 | 5 | 3 | -1 | -2 | 2 | -1
O=[N+]([O-])c1c(NCc2ccco2)ccc2nonc12 | 15 | -2 | 4 | 36 | 3 | 1 | 33 | 30 | 6
O=C(CCC1CCCN(C(=O)c2ccc3cc[nH]c3c2)C1)NCc1ccc(F)c(F)c1 (stereo not given) | 7 | 1 | -4 | -3 | 6 | 4 | 6 | 11 | -9
COc1ccc(N(CC(=O)NN=C2CCCCCCC2)S(=O)(=O)c2ccccc2)cc1Cl | 22 | 1 | -8 | 6 | -25 | -5 | 1 | -22 | 4
COc1ccc(CC(=O)Nc2ccccc2N2CCCC2)cc1 | -2 | -4 | -5 | 4 | -15 | 7 | 10 | 3 | -2
NS(=O)(=O)c1ccc(NC(=O)CNC(=O)c2ccc3c(c2)OCO3)cc1 | -4 | -1 | -11 | 16 | 7 | -10 | -1 | 4 | -6
CCOC(=O)C1CCN(S(=O)(=O)c2ccc(OC)c(C(=O)N3CCCCC3)c2)CC1 | -1 | 0 | -6 | 9 | -17 | -9 | -5 | 7 | -7
Cc1cc(=O)[nH]c(/N=C(\N)Nc2ccc3c(c2)OCCO3)n1 | -8 | 4 | 8 | 17 | 3 | 12 | 11 | 18 | 17
Cc1ccc(NC(=O)CCc2c[nH]c3ccccc23)nc1 | -1 | 1 | -5 | 3 | 2 | 0 | -7 | 36 | 0
Cc1ccc(Nc2cnn(C34CC5CC(CC(CC(=O)O)(C5)C3)C4)c(=O)c2Cl)c(Cl)c1 | 3 | 2 | -8 | 14 | 16 | 5 | 5 | 6 | -1
O=C(/C=C\Nc1cccc(F)c1)c1ccc2c(c1)OCO2 | 4 | -57 | 56* | -182 | 94* | 96* | 4 | 20 | 2
CC1(NC(=O)c2cc(Cl)nc3ccccc23)CCS(=O)(=O)C1 (stereo not given) | -13 | 2 | 2 | -38 | -17 | -10 | -3 | -1 | -5
COC(C/C=C\C(=O)COCc1ccccc1)OC | 1 | . | 14 | . | 4 | -2 | . | 12 | .
Cc1ccc(NC(=O)CSc2nc3c(c(=O)[nH]2)CN(Cc2ccc(F)cc2)CC3)cc1C | -2 | -5 | -3 | 2 | -10 | -1 | 1 | -12 | 2
SMILES | Apaf1 inhib | SENP1 FRET inh | SENP8 block-1 | SENP8 block-2 | SENP6 block | SENP7 inh | PfG6PD inh | NALP3 yeast inh | HKDC1 inh
CCOC(=O)C1CCN(C(=O)Nc2ccc(OC(F)(F)F)cc2)CC1 | 2 | 0 | -2 | 12 | -22 | -7 | 6 | 14 | -6
c1ccc2c(c1)ncn2-c1ncnc2sc3c(c12)CCCC3 | 13 | 1 | 3 | -25 | 0 | 2 | -33 | -10 | 4
Cc1cc(C)cc(NC(=O)Nc2cnccn2)c1 | 9 | 0 | 6 | -11 | 4 | 6 | -7 | 3 | -5
O=C(C1CCCC1)N1CCC(CO)(Cc2ccccc2Cl)CC1 | 4 | 0 | 4 | 11 | 11 | 4 | 22 | 22 | -10
CCC1(c2ccc(F)cc2)NC(=O)N(CC(=O)N2CCN(C(=O)c3ccco3)CC2)C1=O (stereo not given) | 8 | 0 | -22 | -2 | -24 | -3 | 2 | 7 | -1
Cc1ccc(C(=O)c2ccccc2C(=O)OCC(=O)Nc2cccc([N+](=O)[O-])c2)cc1 | 5 | -6 | 8 | 8 | 0 | 5 | 42 | 3 | 3
Cc1nn(-c2ccc(N3CCOCC3)nn2)c(C)c1CCC(=O)NCc1ccc(F)cc1 | 13 | -1 | 5 | 7 | -18 | 0 | 19 | 13 | -7
Cc1cc([N+](=O)[O-])ccc1N | 2 | 3 | 4 | 14 | 3 | 5 | -13 | 6 | 2
Nc1c(C(=O)NC2CCCC2)c2nc3ccccc3nc2n1/N=C/c1ccco1 | 8 | -21 | 6 | -243 | 11 | 8 | 9 | 10 | -2
Cc1cc(Nc2cc(C(=O)O)ccc2C)n2ncnc2n1 | 0 | 3 | -3 | 13 | 7 | -4 | 12 | 12 | -3
Cc1ccc(-c2c3c(=O)n(C)c(=O)n(C)c3cn2Cc2ccccc2)cc1 | 19 | 1 | 3 | -131 | 6 | 9 | 4 | -2 | -1

Single records, as listed above:
`CCOC(=O)C1CCN(C(=O)Nc2ccc(OC(F)(F)F)cc2)CC1` as listed: Apaf1 inhib = 2; SENP1 FRET inh = 0; SENP8 block-1 = -2; SENP8 block-2 = 12; SENP6 block = -22; SENP7 inh = -7; PfG6PD inh = 6; NALP3 yeast inh = 14; HKDC1 inh = -6
`Cc1cc([N+](=O)[O-])ccc1N` as listed: Apaf1 inhib = 2; SENP1 FRET inh = 3; SENP8 block-1 = 4; SENP8 block-2 = 14; SENP6 block = 3; SENP7 inh = 5; PfG6PD inh = -13; NALP3 yeast inh = 6; HKDC1 inh = 2

Source: PubChem BioAssay
